Screening data from PubChem BioAssay.
TRPML3 ag = activates the human TRPML3 channel. Q8TDD5. HEK293 TRPML3-YFP, Fluo-8 calcium fluorescence; 100% = the carbachol control signal. activation, % at 3 µM. actives 0.29% (n = 220,000). AID 1448;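 active = activation above its plate's cutoff, the mean activation of the plate's test wells plus 3 SD, cut at about 12% in these data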;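 note: 0% = DMSO only wells and 100% = carbachol wells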
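system = HEK293 cells stably carrying human TRPML3-YFP | doses = one concentration, 3 µM nominal, 0.3% DMSO | timing = dye loading 1 h 37 °C then 30 min ambient, 125 s read | detection = Fluo-8 calcium dye fluorescence, ex 470-495, em 515-575 nm | benchmarks = high control carbachol 87 µM, low control DMSO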
CHOP inh = inhibitors of CHOP induction in ER stress response | actives 3.8% (n = 220,000) | AID 2732 | CHO-K1 CHOP-promoter luciferase, tunicamycin-induced, 15-18 h | inhibition, % at 10 µM;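 active = compounds that reduced the stress-induced luciferase reporter signal by more than about 70% of percent inhibition, limit read from the data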;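 note: 0% = tunicamycin plus vehicle and 100% = wells without tunicamycin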
NPY1 pot ag = human NPY-Y1 potentiation or agonism, primary screen; actives 0.37% (n = 220,000); activation, % at 3.6 µM; NPY-Y1 expressing cells, potentiator/agonist activation; in the data active = activation above about 33%, passing the limit was not always enough;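 note: cells stimulated with NPY at EC10 then isoproterenol at EC100; 0% = low agonist plus stimulus and 100% = saturating agonist plus stimulus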
Target sequence (P25929 whole entry, looked up): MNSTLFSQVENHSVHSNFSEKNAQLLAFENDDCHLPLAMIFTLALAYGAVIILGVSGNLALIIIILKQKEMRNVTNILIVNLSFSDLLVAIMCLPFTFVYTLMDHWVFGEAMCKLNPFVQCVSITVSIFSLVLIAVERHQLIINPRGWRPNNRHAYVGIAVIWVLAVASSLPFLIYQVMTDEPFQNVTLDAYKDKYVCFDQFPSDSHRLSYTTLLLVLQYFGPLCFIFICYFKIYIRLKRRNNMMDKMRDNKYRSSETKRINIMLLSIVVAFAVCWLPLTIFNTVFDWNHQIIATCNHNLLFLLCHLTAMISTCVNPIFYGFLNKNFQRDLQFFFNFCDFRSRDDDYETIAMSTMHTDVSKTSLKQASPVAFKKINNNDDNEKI
EP2 mod = modulates human prostaglandin E2 receptor EP2 signaling. P43116. EP2-expressing cells, cAMP HTRF FRET, PGE2 co-stimulation. induction, % at 25 µM. actives 0.83% (n = 260,000). AID 940;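 active = compounds whose cAMP rise, as percent of the full-agonist control response, exceeds 60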;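 note: rat C6 glioma line stably carrying human EP2 under a CMV promoter; the protocol text gives 20 µM as final concentration; 100% = response of wells given 1 µM PGE2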
Target sequence (P43116 whole entry, looked up): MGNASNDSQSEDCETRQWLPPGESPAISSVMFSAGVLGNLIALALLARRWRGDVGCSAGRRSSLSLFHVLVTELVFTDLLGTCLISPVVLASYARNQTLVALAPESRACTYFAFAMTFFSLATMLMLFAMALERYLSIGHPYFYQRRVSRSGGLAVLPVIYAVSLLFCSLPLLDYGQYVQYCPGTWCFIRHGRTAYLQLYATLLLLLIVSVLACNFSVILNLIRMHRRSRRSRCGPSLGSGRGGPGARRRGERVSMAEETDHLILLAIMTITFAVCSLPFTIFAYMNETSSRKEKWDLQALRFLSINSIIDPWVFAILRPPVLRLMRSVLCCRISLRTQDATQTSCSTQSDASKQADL
NPY Y1 blocker = antagonists of human neuropeptide Y receptor Y1 | inhibition, % at 3.6 µM | HEK293-CNG Y1 cells, membrane potential fluorescence; NPY at EC95, then isoproterenol | actives 1% (n = 200,000);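 active = inhibition above the campaign mean inhibition of all tested compounds plus 3 SD, cut at about 20% in these data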;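 note: 0% = DMSO wells given NPY plus isoproterenol and 100% = isoproterenol alone without NPY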
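Assay system: HEK293 cells with Y1 receptor plus CNG channel | Probe or stimulus: NPY (25 nM), isoproterenol (1 µM), Ro 20-1724 (25 µM) | Timing: Compound incubation 1 h at room temperature, readout 45 min post-stimulation | Measured by: Membrane-potential fluorescent dye readout | Benchmarks: High control isoproterenol alone, low control NPY with isoproterenol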
TRPN1 ag = activates the zebrafish TRPN1 channel. HEK293 zebrafish TRPN1-YFP, Fluo-8 calcium fluorescence; 100% = response to 87 µM carbachol. activation, % at 3 µM. actives 0.18% (n = 220,000). AID 1424;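 active = activation above its plate's cutoff, the mean activation of test wells on that plate plus 3 SD, cut at about 19% in these data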;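 note: 0% = DMSO alone and 100% = 87 µM carbachol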
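Material: zebrafish TRPN1-YFP in HEK293 cells; Doses: single test compound dose, 3 µM nominal, 0.3% DMSO; Timing: dye loading 1 h at 37 °C, then 30 min room temperature; Technique: intracellular calcium fluorescence with Fluo-8; Benchmarks: high carbachol 87 µM, low DMSO alone.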
EP2 antag = inhibitors of human EP2 prostaglandin E2 receptor | P43116 | C6 glioma cells expressing human EP2, cAMP TR-FRET; cells stimulated with saturating PGE2 | inhibition, % at 25 µM | actives 0.52% (n = 260,000) | AID 1422;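 active = percent inhibition above 40 after rounding to a whole number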;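 note: rat C6 glioma host cells with rolipram phosphodiesterase inhibitor present; the protocol text gives 20 µM as final concentration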
14-3-3 Bad inh = disrupts binding of bovine 14-3-3 zeta to phospho-Bad peptide | P63103 | TR-FRET 14-3-3zeta/Dy647-pBad peptide displacement, 1 h | inhibition, % at 21.7 µM | actives 0.71% (n = 220,000) | AID 781;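 active = inhibition above about 70%, limit read from the data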;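 note: 0% = full 14-3-3 plus peptide FRET controls and 100% = background without 14-3-3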
Target sequence (P63103 whole entry, looked up): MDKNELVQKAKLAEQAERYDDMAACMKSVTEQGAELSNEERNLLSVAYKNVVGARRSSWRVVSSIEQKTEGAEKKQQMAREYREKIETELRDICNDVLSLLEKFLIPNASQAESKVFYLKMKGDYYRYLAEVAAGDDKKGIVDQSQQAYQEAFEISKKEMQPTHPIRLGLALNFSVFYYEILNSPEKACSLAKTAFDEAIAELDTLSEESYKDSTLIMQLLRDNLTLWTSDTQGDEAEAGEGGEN
PPC-1+TRAIL kill = kills PPC-1 cancer cells in the presence of TRAIL. cell killing (% activity), % at 4 µM. PPC-1 cells + TRAIL, ATPLite viability luminescence. AID 1443. actives 0.41% (n = 220,000);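 active = cell killing above 50% in the first pass at 4 µM, then a duplicate retest at 5 µM averaging 50% or more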;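 note: plate controls were cells with TRAIL plus DMSO for no effect and medium-only wells lacking cells for full effect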
Numbers without * were called inactive; · = no result given; & = joins results of further samples; [ ] = another dose, or the depositor's remark. This is a subset; rates above refer to the full screens.

SMILES	TRPML3 ag	CHOP inh	NPY1 pot ag	EP2 mod	NPY Y1 blocker	TRPN1 ag	EP2 antag	14-3-3 Bad inh	PPC-1+TRAIL kill
CCOC(=O)NC(=O)COC(=O)CNC(=O)c1ccc(OCC)c(OCC)c1	-0.4	0.6	-9.2	36.7	-1.3	-0.5	5.9	-16.3	7.9
O=C1CC(C(=O)Nc2ccc(F)c(Cl)c2)N=C(N2CCCCC2)N1 (centres undefined)	0.8	-16.6	-10.4	-2.0	-4.9	0.0	7.7	-11.9[fluorescence artefact?]	1.7
COc1ccc(OC)c(C2C3=C(CCCC3=O)Nc3c2c(=O)n(C)c(=O)n3C)c1 (centres undefined)	0.2	-4.1	-16.2	-4.6	4.3	-1.4	9.8	-0.8	20.4
COC(C[C@@H]1O[C@@H]1[C@@H](O)[C@H](C)OCc1ccccc1)OC	·	-0.6	·	-24.1	·	·	9.9	-4.0	-4.1
O=C(NCCc1c[nH]c2ccccc12)C(=O)Nc1ccccc1	-1.2	-14.7	-15.0	-60.1	4.5	-1.4	12.3	-4.3	-17.0
CCNC(=O)n1nccc1C(C)Oc1ccccc1 (centres undefined)	-0.2	51.8	9.6	1.8	6.8	-0.6	5.6	-1.7	-0.2
CCOc1ccc(OCC)c(NC(=O)C2CCCN(S(=O)(=O)c3c(C)n[nH]c3C)C2)c1 (centres undefined)	-1.0	20.4	10.0	-9.2	-3.8	-0.3	15.8	9.3	10.2
CCCOC1CCCN(Cc2nc(-c3cnccn3)no2)C1 (centres undefined)	0.7	29.1	11.1	11.4	3.8	-0.9	1.4	-1.3	4.4
C(=N\n1cnnc1)/c1nc2ccccc2[nH]1	0.1	23.1	8.0	1.8	2.2	1.6	12.6	-5.3	-0.4
CCN(Cc1ccccc1)C(=O)C1CCN(CC2CC=CCC2)CC1 (centres undefined)	0.8	10.5	-10.8	-24.4	5.7	0.1	5.2	8.2	19.0
CCSCCOC(=O)C1=C(C)NC(=O)NC1c1cccc(OC)c1OC (centres undefined)	-0.2	24.2	-0.7	1.9	3.0	0.3	5.9	-1.4	21.5
COc1ccc(CNC(=S)Nc2ccc(S(N)(=O)=O)cc2)cc1	0.5	4.8	26.6	-46.2	-7.3	1.5	1.4	-3.9	13.1
CCC(=O)Nc1ccc(Cl)c(NC(=O)C(C)C)c1	1.6	4.3	3.1	5.1	1.6	1.1	16.0	-3.4	3.8
CC(C)OC(=O)c1ccc(S(N)(=O)=O)o1	0.4	8.1	-31.5	-43.3&25.2	3.6	0.6	6.7&11.8	-1.7	-18.1
O=c1c2c(ncn1Cc1ccccc1)nc1n2CCC1	0.9	-19.8	-0.7	10.5	10.7	1.0	1.7	-9.8	10.7
COc1ccc(OC)c(C2=NOC(C(=O)Nc3cc(C)on3)C2)c1 (centres undefined)	-0.3	4.1	18.9	1.5	·	-0.8	9.7	4.2	4.2
CCOC(=O)N1CN(C(=O)OCC)CN(C(=O)OCC)C1	0.2	-4.1	2.5	9.2	·	-0.1	7.2	1.0	4.0
O=C1NC2(Nc3ccccc31)C(=O)Nc1ccc(Br)cc12 (centres undefined)	0.4	37.1	-1.4	-5.2	4.6	1.2	7.0	-7.0	19.7
COc1ccc(C(=O)N/N=C(\C)CC(=O)N2CCN(C=O)CC2)cc1	1.2	1.4	6.5	26.8	-0.2	0.2	8.3	2.8	-0.5
CCc1nc2ccccc2c(C(=O)OCc2nnc(-c3ccccc3)o2)c1C	-1.0	40.8	-57.5	36.1	13.1	-1.2	·	6.0	17.6
O=C(CSCC(=O)N1CCOCC1)Nc1nc(-c2ccccc2)cs1	1.4	-9.0	-25.2	-26.8	·	3.9	1.7	20.3	-3.6
CC(C)(C)NC(=O)CN(Cc1cccs1)C(=O)CCN1CCc2ccccc21	0.7	-2.4	0.4	-2.0	-0.8	-0.1	0.0	-7.0	-7.9
COC(=O)c1cc(C(=O)NCCN2C(=O)S/C(=C\c3cccs3)C2=O)cc([N+](=O)[O-])c1	-0.2	23.8	8.1	-29.2	-2.1	1.9	3.2	-1.7[fluorescence artefact?]	18.9
CCOc1ccc(-c2nc(C)sc2CC(=O)O)cc1	0.6	9.2	-0.7	-14.3	5.1	-0.3	9.2	37.2[fluorescence artefact?]	9.2
CC(=O)N1Cc2cc(N)ccc2Oc2ccccc21	-1.1	20.6	17.2	-28.2	-4.7	0.0	6.2	-4.2	16.6

Taken from above:
For TRPML3 ag, O=C1NC2(Nc3ccccc31)C(=O)Nc1ccc(Br)cc12 (centres undefined) has the entry 0.4
For NPY1 pot ag, CCc1nc2ccccc2c(C(=O)OCc2nnc(-c3ccccc3)o2)c1C has the entry -57.5

8 structures from above, arranged by length of the SMILES, rising:
SMILES	TRPML3 ag	CHOP inh	NPY1 pot ag	EP2 mod	NPY Y1 blocker	TRPN1 ag	EP2 antag	14-3-3 Bad inh	PPC-1+TRAIL kill
CCNC(=O)n1nccc1C(C)Oc1ccccc1 (centres undefined)	-0.2	51.8	9.6	1.8	6.8	-0.6	5.6	-1.7	-0.2
C(=N\n1cnnc1)/c1nc2ccccc2[nH]1	0.1	23.1	8.0	1.8	2.2	1.6	12.6	-5.3	-0.4
O=c1c2c(ncn1Cc1ccccc1)nc1n2CCC1	0.9	-19.8	-0.7	10.5	10.7	1.0	1.7	-9.8	10.7
CCOC(=O)N1CN(C(=O)OCC)CN(C(=O)OCC)C1	0.2	-4.1	2.5	9.2	·	-0.1	7.2	1.0	4.0
CCN(Cc1ccccc1)C(=O)C1CCN(CC2CC=CCC2)CC1 (centres undefined)	0.8	10.5	-10.8	-24.4	5.7	0.1	5.2	8.2	19.0
COc1ccc(OC)c(C2=NOC(C(=O)Nc3cc(C)on3)C2)c1 (centres undefined)	-0.3	4.1	18.9	1.5	·	-0.8	9.7	4.2	4.2
COc1ccc(C(=O)N/N=C(\C)CC(=O)N2CCN(C=O)CC2)cc1	1.2	1.4	6.5	26.8	-0.2	0.2	8.3	2.8	-0.5
COc1ccc(OC)c(C2C3=C(CCCC3=O)Nc3c2c(=O)n(C)c(=O)n3C)c1 (centres undefined)	0.2	-4.1	-16.2	-4.6	4.3	-1.4	9.8	-0.8	20.4

The results go on:
SMILES	TRPML3 ag	CHOP inh	NPY1 pot ag	EP2 mod	NPY Y1 blocker	TRPN1 ag	EP2 antag	14-3-3 Bad inh	PPC-1+TRAIL kill
Cc1ccc(/C=C/C(=O)OCC(=O)NCCN2C(=O)CSC2=O)cc1	0.5	16.3	-11.7	-1.0	1.4	1.1	3.1	-13.6	21.7
COc1cc(C2C(C(C)=O)=C(O)C(=O)N2CCN2CCOCC2)ccc1O (centres undefined)	0.0	-1.9	7.1	-1.9	3.9	-1.3	8.3	27.1	8.7
COc1ccccc1C(=O)NCc1ccncc1	0.3	38.1	5.2	30.8	3.0	2.9	3.7	8.1[fluorescence artefact?]	6.9
CC(=O)COc1ccccc1OC(=O)c1ccco1	0.3	-10.9	-6.6	-4.5	4.5	0.3	8.5	-6.6[fluorescence artefact?]	21.4
Cc1nc(CC(C)C)cc(C(=O)N2CCCC(CNS(=O)(=O)c3cccs3)C2)n1 (centres undefined)	0.1	-16.3	20.9	5.8	1.4	-0.3	6.4	1.7	4.7
CCCCCCc1nc2ccccc2c(=O)n1NC(=O)c1c(O)c2cccc3c2n(c1=O)CCC3	1.1	85.3*	-29.4	24.7	1.6	-0.7	·	2.6[fluorescence artefact?]	14.5
Cc1ccc(-n2ncc(C#N)c2/N=C/N(C)C)cc1	-0.2	8.0	-28.0	9.6	2.3	-0.7	7.8	-1.2	-3.0
CCOC(=O)C1C(C)N=C2SCC(=O)N2C1c1cccc(Br)c1 (centres undefined)	-0.9	6.9	-24.1	37.7	7.0	-1.4	0.2	11.5[fluorescence artefact?]	-26.2
O=C(NN1C(=O)c2ccccc2C1=O)c1ccccc1[N+](=O)[O-]	0.5	6.2	-1.2	19.5	0.3	-0.2	1.8	-0.5	-1.2
CCCCN1C=C(C(=O)OC)C(c2ccccc2Cl)C(C(=O)OC)=C1	0.3	1.6	1.0	69.2*	6.6	-2.3	1.4	3.3	4.5
Cc1nnc(SCc2ccc(C(=O)c3ccc(Cl)cc3)o2)n1-c1ccccc1	-0.4	24.9	17.0	15.7	-3.1	-2.0	4.4	18.9	11.2
Cc1cc2cc(C(c3nnnn3Cc3ccco3)N3CCCCC3)c(=O)[nH]c2cc1C (centres undefined)	0.6	-36.1	-8.1	16.3&-2.6	-2.9	0.8	10.9&-3.7	0.1	9.1
COCCCNC(=O)C(=O)NCCCOC(C)C	1.3	-0.9	21.9	2.3	2.0	1.5	13.7	-0.3[fluorescence artefact?]	2.8
CCOC(=O)N1CCN(C(=O)C2CCN(S(=O)(=O)c3c(C)cc(C)cc3C)CC2)CC1	0.5	32.8	-8.4	20.3	0.0	-0.8	5.4	1.3	12.8
Cc1ccc(C(=O)NCCOc2cccc(C)c2)cc1	-1.1	-18.1	-1.7	-74.3	6.3	-1.8	4.0	-4.4	2.4
COc1ccc(C(CNC(=O)Cc2cc(OC)c(OC)c(OC)c2)N2CCCC2)cc1 (centres undefined)	-0.1	·	-3.5	·	3.2	2.1	2.2	·	4.2
Cn1c(=O)c(C(=O)CSc2ccccc2)c(N)n(Cc2ccccc2)c1=O	1.0	-13.7	8.7	-29.8	1.9	-1.1	9.8	1.0	-22.2
CCOC(=O)Nc1c(C)n(C)n(-c2ccccc2)c1=O	·	-14.7	·	21.7	·	·	3.3	-6.6	-8.7
COc1cccc(N2CC(C(=O)Nc3nnc(SCc4ccccn4)s3)CC2=O)c1 (centres undefined)	0.2	10.6	5.8	25.8	7.6	0.9	10.0	0.1	-9.2
CC1CN(Cc2nc3c(c(=O)[nH]c(=O)n3C)n2CCN2CCOCC2)CC(C)O1 (centres undefined)	0.6	-13.6	2.5	23.0	-1.6	2.3	7.7	-1.9	5.4
COc1ccc(Cc2nnc(NS(=O)(=O)c3ccccc3)s2)cc1	-0.3	-4.1	-23.8	22.6	7.2	0.3	10.6	8.1	7.4
Cc1c(NC(=O)C2CCN(S(=O)(=O)c3ccccc3)CC2)c(=O)n(-c2ccccc2)n1C	0.4	25.4	-18.1	15.1	-0.8	1.6	7.1	-3.1	-9.3
CN(C)c1ccc(CNC(=O)CN(C)S(=O)(=O)c2cccc3cccnc23)cc1	-0.1	17.6	12.1	4.2	2.7	0.0	14.3	1.7	-30.2
O=C(NCC(c1cccnc1)N1CCOCC1)Nc1ccccc1 (centres undefined)	-0.5	-8.8	-7.6	-18.2	-1.7	-1.5	2.9	-0.8	0.2
COc1ccc(C2=NOC(CNC(N)=S)C2)cc1 (centres undefined)	0.6	-26.8	-7.0	0.5	-4.6	0.5	8.2	3.8	-3.5
